PP1 counter: PP1-alpha phosphatase inhibitors, primary screen, counter-screen for PP5 inhibitor project, biochemical, fluorescence, OMFP substrate, single point; Serine/threonine-protein phosphatase PP1-alpha catalytic subunit (Homo sapiens), P62136; inhibition, % at 6.7 µM; purified PP1alpha; hit rate 0.9% among 320,000; AID 2235, 2010;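 active means inhibition above the mean inhibition of all tested compounds plus 3 SD, computed separately for each screening campaign, cut at about 15% in these data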
Target sequence (P62136 whole entry, looked up): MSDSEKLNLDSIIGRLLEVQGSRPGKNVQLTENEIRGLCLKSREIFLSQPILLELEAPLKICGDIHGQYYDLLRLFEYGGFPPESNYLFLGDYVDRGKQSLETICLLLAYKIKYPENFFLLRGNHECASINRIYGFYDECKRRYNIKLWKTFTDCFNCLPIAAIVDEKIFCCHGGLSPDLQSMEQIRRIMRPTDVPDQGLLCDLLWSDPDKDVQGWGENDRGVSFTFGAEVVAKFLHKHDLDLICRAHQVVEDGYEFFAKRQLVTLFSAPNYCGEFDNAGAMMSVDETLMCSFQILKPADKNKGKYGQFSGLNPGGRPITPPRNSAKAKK
EBNA-1 inhibitor: EBNA-1 DNA-binding inhibitors, primary screen, biochemical, fluorescence polarization; inhibition, % at 14.8 µM; hit rate 0.34% among 300,000; in the data active means inhibition above about 28%
PREPL inhibitor: PREPL enzyme inhibitors, primary screen, biochemical, fluorescence polarization. Prolyl endopeptidase-like (Homo sapiens), Q4J6C6. recombinant PREPL, fluorescence polarization activity-based probe. inhibition, % at 5.96 µM. hit rate 0.68% among 320,000; in the data active means inhibition above about 43%;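 further: 0% = enzyme with DMSO and 100% = wells lacking enzyme; many of its hits are not listed in these tables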
Target sequence (Q4J6C6 whole entry, looked up): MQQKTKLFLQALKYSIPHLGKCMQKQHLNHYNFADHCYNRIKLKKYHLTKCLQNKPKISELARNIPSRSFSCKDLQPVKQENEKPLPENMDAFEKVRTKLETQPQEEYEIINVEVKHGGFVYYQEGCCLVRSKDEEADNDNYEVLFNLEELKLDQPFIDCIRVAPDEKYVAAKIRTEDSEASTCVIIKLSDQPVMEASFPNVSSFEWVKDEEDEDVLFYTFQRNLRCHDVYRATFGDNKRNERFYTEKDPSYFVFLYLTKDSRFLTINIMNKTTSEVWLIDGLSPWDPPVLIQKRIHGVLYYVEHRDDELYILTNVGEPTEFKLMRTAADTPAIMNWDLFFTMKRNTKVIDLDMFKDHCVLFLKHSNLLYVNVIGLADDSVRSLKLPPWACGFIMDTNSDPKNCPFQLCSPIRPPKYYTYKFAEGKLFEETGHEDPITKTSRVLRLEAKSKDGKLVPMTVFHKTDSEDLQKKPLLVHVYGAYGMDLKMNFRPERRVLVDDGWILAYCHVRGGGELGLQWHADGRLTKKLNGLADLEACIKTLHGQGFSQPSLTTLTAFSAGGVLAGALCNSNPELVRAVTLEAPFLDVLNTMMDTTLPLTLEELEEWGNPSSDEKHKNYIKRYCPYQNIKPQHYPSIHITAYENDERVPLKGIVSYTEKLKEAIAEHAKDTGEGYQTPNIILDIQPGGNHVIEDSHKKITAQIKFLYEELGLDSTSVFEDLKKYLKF
PP5 inh: PP5 phosphatase inhibitors, primary screen, biochemical, fluorescence; Serine/threonine-protein phosphatase 5 (Homo sapiens), P53041; purified PP5c, OMFP substrate fluorescence; inhibition, % at 6.7 µM; hit rate 0.18% among 320,000; AID 1987, 2009;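 active means inhibition above the campaign's mean inhibition across all tested compounds plus 3 SD, cut at about 9.5% in these data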;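 further: 0% = DMSO only and 100% = 100 µM cantharidin control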
ZTA counter: ZTA (EBV) inhibition in EBNA-1 counter-screen | P03206 | ZTA-DNA binding, fluorescence polarization | inhibition, % at 11 µM | hit rate 0.15% among 320,000; in the data active means inhibition above about 33%
Efflux pump mplx: inhibitors of Candida efflux pumps in yeast, primary screen, S. cerevisiae, Nile Red, multiplex | S. cerevisiae Candida pump triplex | inhibition, % at 10 µM | hit rate 0.44% among 330,000 | AID 485275, 2010;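 active means plate passing quality check with inhibition over a set limit, or well fluorescence over plate mean plus 4 SD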;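 further: Nile Red retained in pooled yeast measured as flow cytometry median fluorescence; 0% = buffer negative control and 100% = Enniatin B positive control; higher means more Nile Red kept so more efflux inhibition; some compounds called inactive have numbers as strong as hits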
Fh CTSL1 inh: Fasciola hepatica cathepsin L1 inhibitors, primary screen, counter-screen for PFM18AAP inhibitor project, biochemical, QFRET, fluorogenic peptide substrate; recombinant F. hepatica cathepsin L1, Z-Leu-Arg-MCA fluorescence; inhibition, % at 5.96 µM; hit rate 0.49% among 300,000; AID 1906, 2009;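 active means inhibition above the mean of all tested compounds plus 3 SD, set per screening campaign, cut at about 17% in these data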;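 further: 0% = plate median of test compound wells and 100% = 1 µM Z-Phe-Ala-diazomethylketone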
TPT1 inhibitor: Candida albicans TPT1 enzyme inhibitors, primary screen, biochemical, fluorescence polarization. recombinant caTPT1, FP RNA substrate dephosphorylation. inhibition, % at 5 µM. hit rate 0.81% among 300,000. AID 1962, 2009;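 active means inhibition above the mean of all tested compounds plus 3 SD, set per screening campaign, cut at about 24% in these data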;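 further: plate controls were DMSO alone for no effect and ferristatin control at 100 nM for full effect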
core dimer inh: inhibitors of HCV core protein dimerization, primary screen, biochemical, TR-FRET, high-throughput | TR-FRET GST/Flag-core106 dimerization, 1536-well | inhibition, % at 5 µM | hit rate 0.33% among 300,000 | AID 1899, 2009;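 active means inhibition above the mean of all tested compounds plus 3 SD, set per screening campaign, cut at about 45% in these data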
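System: GST/Flag-tagged HCV core106 proteins. Incubation: compound-protein-antibody incubation 4 h at 22.5 °C. Technique: HTRF with 340 nm excitation, 617/671 nm emission. Medium: KF-containing HEPES buffer, pH 7.45, DTT, CHAPS, BSA. Read-out: inhibition (%) from 671 over 617 nm ratio. Also added: Eu(K)-anti-GST 90 ng/mL plus XL665-anti-Flag 1 µg/mL.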
An asterisk follows results filed as active. A portion of the library. The share of hits here may be higher or lower than overall.

SMILES | PP1 counter | EBNA-1 inhibitor | PREPL inhibitor | PP5 inh | ZTA counter | Efflux pump mplx | Fh CTSL1 inh | TPT1 inhibitor | core dimer inh
O=C(COC(=O)c1ccccn1)Nc1cccc2ccccc12 | -1 | 8 | 11 | -2.0 | 12 | 0.1 | -3 | 0 | 3
N/C(=N\OC(=O)Cc1ccc([N+](=O)[O-])cc1)c1ccc([N+](=O)[O-])cc1 | 5 | 11 | 10 | 6.5 | 2 | -0.1 | 1 | 0 | -2
Cn1c(=O)[nH]c(=O)c2c1nc(N1CCN(CCO)CC1)n2CCSc1nc2ccccc2s1 | 2 | -5 | 24 | 1.2 | -6 | 0.2 | 1 | 2 | -4
CC(=O)NC(=S)Nc1ccc(S(=O)(=O)N2CCOCC2)cc1 | 0 | -9 | 3 | 1.7 | 1 | -0.1 | -2 | -2 | -2
c1ccc(CNc2nc3ccccc3[nH]2)cc1 | -4 | 8 | -2 | 0.3 | 1 | -0.1 | -1 | 2 | -3
Cc1cc(C)c(C#N)c(SCc2ccc(F)cc2)n1 | 0 | 6 | 6 | 2.8 | 9 | -0.1 | -1 | 1 | 2
O=C(O)c1ccc(N/N=C/c2c[nH]c3ccccc23)cc1 | -2 | 1 | -2 | -1.4 | 0 | 0.0 | -3 | -1 | -48
Cc1nn(-c2ccccc2)nc1-c1nnc(-c2ccc(C(F)(F)F)cc2)o1 | -7 | -2 | 13 | -0.4 | -7 | -0.1 | 10 | -6 | -9
Cc1cccc(-n2[nH]c(C)c(C=Nc3ccc4[nH]c(=O)[nH]c4c3)c2=O)c1 | -1 | 1 | 2 | -0.7 | -16 | -0.2 | 1 | -2 | -10
COc1ccc(/C=C(\NC(=O)c2ccco2)C(=O)NCCc2nc3ccccc3[nH]2)cc1 | 0 | -8 | 13 | 0.6 | -5 | 0.1 | 15 | 0 | -7
CCOc1ccccc1NC(=O)NCc1ccccn1 | 0 | 3 | 4 | -0.1 | -4 | 0.0 | -3 | -5 | -7
O=C(Cn1cnnn1)NCCc1ccc(Cl)cc1Cl | -2 | -4 | 4 | -0.3 | 3 | 0.2 | 0 | -3 | -1
COc1ccc(N2CC(C(=O)Nc3nnc(SCC(=O)N4CCOCC4)s3)CC2=O)cc1 (stereo not drawn) | -5 | -3 | 3 | 2.3 | 3 | 0.1 | -1 | -4 | 4
CCC(C)Sc1nnc(Cc2cc(=O)[nH]c(=O)[nH]2)n1-c1ccc(OC)cc1 (stereo not drawn) | -5 | -10 | 7 | 0.9 | -3 | 0.1 | 2 | -1 | 4
CCOc1ccc(-c2nn3c(-c4ccc(F)cc4)nnc3s2)cc1 | 0 | -7 | -11 | 1.2 | -2 | 0.0 | -2 | -1 | 4
CC(C)CC1=NN(C(=O)c2cccnc2)C(O)(C(F)(F)F)C1 (stereo not drawn) | -3 | 9 | 0 | -0.9 | 13 | 0.5 | 0 | 2 | -4
C/C(=N\NS(=O)(=O)c1c(C)cc(C)cc1C)c1ccncc1 | -1 | 1 | -3 | 3.1 | 1 | 0.0 | -4 | 1 | 1
Cc1ccccc1-c1nc(CN2CCC(C(=O)O)CC2)c(C)o1 | 0 | 12 | 5 | -0.3 | 0 | -0.1 | -3 | -1 | -2
CCS(=O)(=O)N1Cc2ccccc2CC1C(=O)N1CCN(c2cccc(C)c2C)CC1 (stereo not drawn) | 8 | 5 | 11 | -1.3 | -4 | 0.0 | 2 | 0 | 7
Cc1noc(C)c1C(=O)NC1=NCCS1 | -13 | -4 | 5 | -6.2 | -4 | 0.5 | -4 | -1 | 14
CCOc1ccc(NC(=O)N(CCN(C)C)C(C)c2ccncc2)cc1 (stereo not drawn) | 0 | 5 | 10 | 1.4 | -13 | -0.1 | -4 | -5 | -2
COc1cnc(-c2ccccn2)nc1N(C)c1ccccc1 | 28* | -3 | 16 | 5.4 | -3 | 0.6 | 2 | -2 | 9
CC1=C(C(=O)N2CCOCC2)C(c2ccc(Br)cc2)NC(=S)N1c1ccccc1 (stereo not drawn) | -5 | 1 | 0 | -1.4 | 11 | 0.1 | -2 | -3 | 1
Cc1nn(CCC(=O)NCCc2ccccc2Cl)c(=O)c2nn(-c3ccccc3)c(C)c12 | -2 | -14 | -2 | 1.7 | -7 | -0.1 | 1 | -3 | 5
O=C(CN1CCN(c2ncccn2)CC1)Nc1ccccc1-n1cccc1 | 4 | 14 | 16 | 2.4 | -7 | 0.1 | -5 | 3 | 0

An excerpt from above in order of the EBNA-1 inhibitor value, smallest number first.
compound	EBNA-1 inhibitor
Cc1nn(CCC(=O)NCCc2ccccc2Cl)c(=O)c2nn(-c3ccccc3)c(C)c12	-14
CC(=O)NC(=S)Nc1ccc(S(=O)(=O)N2CCOCC2)cc1	-9
Cc1noc(C)c1C(=O)NC1=NCCS1	-4

Other records:
SMILES | PP1 counter | EBNA-1 inhibitor | PREPL inhibitor | PP5 inh | ZTA counter | Efflux pump mplx | Fh CTSL1 inh | TPT1 inhibitor | core dimer inh
CC(C)(C)c1ccc(NC(=O)CCNC(=O)c2ccco2)cc1 | -4 | 1 | -11 | -1.3 | 9 | -0.1 | -3 | 3 | -7
N#Cc1c(NC(=O)C2CCCO2)sc2c1CCCCCC2 (stereo not drawn) | 1 | 1 | 0 | 2.5 | -2 | -0.1 | 1 | -1 | 11
Cc1[nH]c2ccccc2c1-c1csc(NC(=O)CSCC(=O)O)n1 | -1 | -5 | 22 | 4.7 | 13 | -0.2 | 1 | -1 | -17
O=C(NC1CCCC1)C1CC(=O)N(C2CCCCCCC2)C1 (stereo not drawn) | 0 | 12 | 4 | 0.0 | 1 | -0.1 | 2 | -2 | 0
CN(CCC#N)C(=O)COC(=O)c1cc(Cl)cc(Cl)c1N | -2 | 1 | 1 | 0.0 | 8 | 0.4 | 1 | -1 | 2
O=C(COc1coc(CN2CCc3ccccc32)cc1=O)NCCc1ccccc1 | 0 | -1 | 18 | -1.4 | 18 | 0.0 | -1 | 1 | 4
Nc1c(C(=O)N/N=C/c2ccc([N+](=O)[O-])cc2)cnn1-c1ccccc1 | 5 | -3 | 2 | 0.9 | 2 | 0.0 | 1 | 2 | 0
COc1ccccc1/C=N/NC(=O)C1=NNC(c2ccccc2)(c2ccccc2)C1 | 12 | 10 | 5 | 2.6 | -18 | -0.1 | 6 | 2 | 54*
Cn1cc(CN2CCC(N3CCNC(=O)CC3)CC2)c(-c2ccccc2F)n1 | 1 | -8 | 9 | -1.0 | -12 | -0.3 | -3 | 3 | -2
Oc1ccc(C(c2nnnn2C2CCCCC2)N2CCOCC2)cc1 (stereo not drawn) | -4 | -4 | 0 | 0.2 | -8 | 0.0 | 1 | 0 | -4
Cc1ccccc1Oc1nc2ccccc2n2cnnc12 | 8 | -9 | -2 | -0.8 | -14 | 0.1 | 0 | 4 | -4
O=C(O)/C=C/c1cn(-c2ncc(C(F)(F)F)cc2Cl)c2ccccc12 | 2 | -8 | -2 | 3.7 | -5 | 0.0 | 2 | -4 | 2
COc1ccc(OC)c(C(=O)c2coc3ccc(OC(C)=O)cc23)c1 | -3 | 2 | -4 | -2.3 | -5 | 0.1 | -29 | 3 | 2
O=S1(=O)CCOCCN1Cc1ccc(Cl)cc1Cl | -4 | 2 | -7 | 1.9 | -6 | 0.1 | -5 | -4 | 2
N#CC1=C(N)SC(N)=C(C#N)C1C1C=CCCC1 (stereo not drawn) | -8 | -10 | 15 | -0.1 | 10 | -0.1 | 8 | 18 | 9
Cc1ccc(C(=O)N(c2ccccc2)C2CC(C)N(C(=O)c3ccco3)c3ccccc32)cc1 (stereo not drawn) | 5 | 1 | 17 | -0.3 | 13 | 0.0 | 0 | 0 | 27
CCOc1ccc(CCNC(=O)CCn2nc(C)c3c(C)n(-c4ccccc4)nc3c2=O)cc1 | -3 | 1 | 0 | -0.1 | -5 | 0.0 | -2 | 2 | 6
CCOc1ccc2[nH]c(=O)c(C(c3nnnn3Cc3ccco3)N3CCN(C)CC3)cc2c1 (stereo not drawn) | -2 | -17 | 7 | 3.8 | -1 | 0.2 | 0 | -1 | -3
c1ccc(CCc2cn(C[C@H]3CC[C@@H]([C@@H]4CC[C@H](Cn5cc(CCc6ccccc6)nn5)O4)O3)nn2)cc1 | -5 | -1 | 22 | -1.0 | 8 | 0.4 | -1 | 1 | -2
S=C(Nc1ccc(Oc2ccccc2)cc1)NC1CCCCCC1 | 3 | 13 | 0 | 3.9 | 6 | -0.1 | 3 | 4 | 2
O=C(OCC(=O)N1CCCC1=O)c1ccc(O)cc1O | -5 | -5 | -2 | -4.2 | 7 | -0.1 | -2 | -1 | 0
Fc1cccc(CN2CCN(C(=S)NCCc3ccccc3)CC2)c1 | -1 | 1 | -115 | 1.7 | -8 | 0.0 | -1 | -4 | -1
CCOC(=O)c1c(N)nn(C(=O)C(C)C)c1-c1ccc(OC)cc1 | 3 | 12 | -8 | 0.9 | -2 | -0.1 | 3 | 1 | -4
O=C(CCCOc1ccccc1)NCC1CCCO1 (stereo not drawn) | 0 | -3 | 5 | -1.3 | 2 | 0.0 | 3 | -5 | -3
O=C(CCCOc1ccc(Cl)cc1Cl)Nc1ccccn1 | 0 | 9 | -3 | 2.1 | 4 | -0.1 | -5 | -4 | 0
Next results:
SMILES | PP1 counter | EBNA-1 inhibitor | PREPL inhibitor | PP5 inh | ZTA counter | Efflux pump mplx | Fh CTSL1 inh | TPT1 inhibitor | core dimer inh
CC(C)(C)c1cc(CN2CCC(O)CC2)cc(C(C)(C)C)c1O | -5 | -5 | -9 | 3.2 | 0 | 0.0 | 4 | -7 | -4
COc1ccc(-c2c3c(=O)n(C)c(=O)n(C)c3cn2-c2ccccc2)cc1 | -1 | -8 | 7 | 2.9 | 12 | 0.2 | 4 | 4 | 11
CC(NC(=O)c1sc2cc([N+](=O)[O-])ccc2c1Cl)C(C)(C)C (stereo not drawn) | 0 | -15 | 1 | -0.4 | 10 | -0.2 | 1 | 4 | 6
O=c1c2c3c(sc2ncn1/N=C/c1ccc(Br)o1)CCCC3 | 0 | -10 | -5 | 1.1 | -16 | 0.3 | -2 | 2 | -1
COC(=O)C1=C(C)N=C2SC(C)C(=O)N2C1c1ccc(C(=O)OC)cc1 (stereo not drawn) | -2 | 4 | 18 | 1.5 | -10 | 0.0 | -12 | 0 | 0
Cc1ccc(-c2nc3ccccc3c(=O)n2CCCn2ccnc2)cc1 | -4 | -7 | -4 | 0.4 | 7 | 0.0 | -2 | 2 | 4
CN(Cc1ccccc1)C(=O)COC(=O)c1ccc2ccccc2n1 | 2 | 5 | -12 | -1.5 | -5 | -0.1 | -1 | -2 | 7
Cc1ccc(C(C)NC(=O)C2CCCO2)cc1C (stereo not drawn) | -4 | -4 | 18 | 2.1 | -15 | 0.6 | -6 | 0 | 2
CCOc1ccc(-n2nc(C(=O)NC3CCCCC3)c3ccccc3c2=O)cc1 | 0 | -2 | 10 | 3.2 | -8 | -0.1 | 0 | -7 | -6

Screening results deposited in PubChem by several laboratories.
